# Screens deposited in PubChem by several laboratories.
# PHOSPHO1 inh: inhibitors of human PHOSPHO1 phosphatase. Q8TCT1. recombinant PHOSPHO1, absorbance phosphatase assay. inhibition, % at 13.3 µM. hit rate 1.1% among 290,000; in the data active = inhibition above about 60%
# Target sequence (Q8TCT1 whole entry, looked up): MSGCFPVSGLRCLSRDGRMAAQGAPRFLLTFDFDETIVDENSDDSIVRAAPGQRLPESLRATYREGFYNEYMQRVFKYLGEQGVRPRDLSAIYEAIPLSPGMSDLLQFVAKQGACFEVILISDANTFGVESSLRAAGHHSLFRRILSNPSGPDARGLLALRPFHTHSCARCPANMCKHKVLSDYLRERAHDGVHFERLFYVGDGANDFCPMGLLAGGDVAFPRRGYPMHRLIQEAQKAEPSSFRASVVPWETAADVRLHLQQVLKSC
# FID counter: fluorescent intercalator displacement, NS3 helicase counter-screen; DNA fluorescent intercalator displacement, fluorescence; inhibition, % at 7.9 µM; AID 1845; hit rate 0.17% among 290,000; in the data active = inhibition above about 37%;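 also: 0% = vehicle and 100% = reference compound; higher means more ethidium bromide displaced from hairpin DNA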
# HCV NS3 hel inh: inhibitors of Hepatitis C virus NS3 helicase; NS3 helicase DNA unwinding, Cy5 molecular beacon fluorescence; inhibition, % at 10.9 µM; hit rate 0.56% among 290,000; AID 1800;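 active = inhibition above the mean of all tested compounds plus 3 SD, set per campaign, cut at about 35% in these data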;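 also: 0% = DMSO wells and 100% = thioflavine S control wells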
#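 System: Hepatitis C virus NS3 helicase domain fragment enzyme | Reagent: Annealed dual-labelled DNA beacon duplex, ATP-started | Compound dosing: 10.9 µM single point, 0.8% DMSO | Incubation: 1 h reaction at 25 °C, ATP-initiated | Technique: Cy5 fluorescence | Evaluation: Percent inhibition from t60/t0 fluorescence ratio | Benchmarks: Low DMSO, high thioflavine S at 110 µM | Replication: Singlicate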
# pCIP destab: compounds decreasing mouse p/CIP protein stability; F442A p/CIP-EGFP cells, EGFP fluorescence, 16 h; decrease of EGFP signal, % at 10 µM; hit rate 0.01% among 290,000; Q05BA5;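 active = EGFP signal decrease of at least 30% at 10 µM or well 3 SD below plate mean, unless failing retest; inactive = the rest, including hits failing retest or dose response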; also: some compounds called inactive have numbers as strong as hits; many of its hits are not listed in these tables
# IDE cell activ: boosts human insulin-degrading enzyme activity in HEK cells; P14735; FAbeta-B cleavage, fluorescence polarization; 0% vehicle, 100% cell-free pure enzyme wells; activation, % at 5.96 µM; hit rate 0.073% among 340,000;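 active = activation above the mean of all tested compounds plus 3 SD, set per screening campaign, cut at about 17% in these data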
# UBC9 SUMO inh: SUMOylation inhibition | HTRF SUMOylation assay, SAE1/SAE2 + UBC9, in vitro | P63279 | inhibition, % at 35 µM | hit rate 0.36% among 290,000; in the data active = inhibition above about 50%, passing the limit was not always enough; also: strong numbers were not always called active
# Target sequence (P63279 whole entry, looked up): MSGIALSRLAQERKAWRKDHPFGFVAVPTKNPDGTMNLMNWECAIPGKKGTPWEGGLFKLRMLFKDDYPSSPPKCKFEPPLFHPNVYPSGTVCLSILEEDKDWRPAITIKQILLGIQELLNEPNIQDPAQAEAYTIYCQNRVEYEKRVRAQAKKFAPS
# VIM-2 inhibitor: blocks Pseudomonas aeruginosa VIM-2 metallo-beta-lactamase; purified VIM-2, nitrocefin hydrolysis, epi-absorbance fluorescence; inhibition, % at 5.6 µM; hit rate 0.89% among 290,000; AID 1527;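 active = inhibition above the mean of all tested compounds plus 3 SD, cutoff set per screening run, cut at about 7.5% in these data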;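 also: red hydrolysis product quenches plate fluorescence so inhibitors raise well fluorescence; 0% = enzyme with DMSO and 100% = DMSO without enzyme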
# IMP-1 inhibitor: inhibitors of Pseudomonas aeruginosa IMP-1 metallo-beta-lactamase. inhibition, % at 5.6 µM. hit rate 0.45% among 290,000. purified IMP-1, nitrocefin hydrolysis, epi-absorbance fluorescence;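 active = inhibition above the mean plus 3 SD of all compounds in the same screening run, cut at about 4.5% in these data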;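 also: 0% = IMP-1 with DMSO and 100% = DMSO wells lacking enzyme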
#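 Material – recombinant IMP-1 enzyme, purified · Amount – IMP-1 0.2 nM before substrate addition · Medium – HEPES buffer pH 7.1 with ZnSO4 and Brij 35 · Timing – 25 °C, 15 min preincubation, 25 min reaction · Measured by – plate fluorescence quenching by hydrolysis product, ex 480/em 530 nm · Read-out – percent enzyme inhibition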
# MEKK3 PB1 HTS: modulators (inhibitors or enhancers) of MEK5 binding to human MEKK3 PB1 domain; hit rate 1.4% among 290,000; AID 1529; binding response (% of control), % at 10 µM; bead-based flow cytometry, Alexa488-MEK5 binding to MEKK3; actives lie on both sides; 0 = blocked by unlabeled MEK5, 100 = vehicle; Q99759;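 active = binding response more than 3 SD above or below the average of its plate-row segment, actives on both sides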;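 also: Alexa488 bead fluorescence after subtracting the streptavidin-only scavenger bead signal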
# Target sequence (Q99759 whole entry, looked up, the tested form may be a part): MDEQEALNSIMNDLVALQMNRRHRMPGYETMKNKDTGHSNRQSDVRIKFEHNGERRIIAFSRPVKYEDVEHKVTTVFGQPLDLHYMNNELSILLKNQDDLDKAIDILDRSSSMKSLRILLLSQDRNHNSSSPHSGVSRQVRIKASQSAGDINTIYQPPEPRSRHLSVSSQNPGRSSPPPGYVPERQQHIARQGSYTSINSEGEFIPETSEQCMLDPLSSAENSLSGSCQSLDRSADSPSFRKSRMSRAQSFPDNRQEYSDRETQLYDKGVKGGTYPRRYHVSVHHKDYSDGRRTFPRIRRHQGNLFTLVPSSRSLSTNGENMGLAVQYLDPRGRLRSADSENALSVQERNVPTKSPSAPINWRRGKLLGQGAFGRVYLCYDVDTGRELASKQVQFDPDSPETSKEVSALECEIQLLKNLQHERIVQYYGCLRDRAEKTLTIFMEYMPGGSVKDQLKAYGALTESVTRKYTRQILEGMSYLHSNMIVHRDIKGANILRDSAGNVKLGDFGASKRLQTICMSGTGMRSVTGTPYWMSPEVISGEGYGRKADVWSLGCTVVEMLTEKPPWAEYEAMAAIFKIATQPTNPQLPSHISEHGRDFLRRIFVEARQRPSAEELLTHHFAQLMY
# * = called active by the depositor; · = no result given.
mol	PHOSPHO1 inh	FID counter	HCV NS3 hel inh	pCIP destab	IDE cell activ	UBC9 SUMO inh	VIM-2 inhibitor	IMP-1 inhibitor	MEKK3 PB1 HTS
Cc1nn(C)cc1/C=N\NC(=O)c1csc2c1CCCC2	9.4	-19.5	5.7	-15.1	1.0	5.4	-4.5	-5.8	101.0
CCN(CC)CCOC(=O)C1c2ccccc2Oc2ccccc21	12.8	0.6	7.0	-6.9	2.5	-14.3	-1.9	-1.2	105.0
CCc1nnc(NC(=O)c2cc(S(=O)(=O)N3CCCCC3)ccc2N2CCOCC2)s1	5.0	-24.3	7.7	6.4	-4.7	4.7	0.6	0.5	·
CCN(CC)S(=O)(=O)c1cc(NC(=O)Cn2cnc3ccccc3c2=O)ccc1C	-67.9	-14.8	-11.4	-6.9	5.9	-3.5	-2.2	-4.1	103.0
CCOC(=O)N1CCN(C(=O)c2ccc(OC)c(S(=O)(=O)N3CCOCC3)c2)CC1	28.3	-4.3	-0.6	-13.1	6.0	0.9	1.4	0.3	·
CCCC(=O)NC(NC(=S)Nc1ccc(S(N)(=O)=O)cc1)C(Cl)(Cl)Cl (stereo not given)	-7.9	0.8	3.2	11.3	-2.2	-18.1	-1.7	-0.8	131.0*
COC(=O)C1Cc2ccccc2CN1S(=O)(=O)c1ccc(C)cc1 (stereo not given)	18.7	-23.6	13.0	-1.2	-2.0	14.9	0.1	-3.8	99.0
O=C(c1ccc2ccccc2c1)N1CCN(c2ccccn2)CC1	29.0	-29.6	-5.1	5.6	6.9	4.2	-0.7	-6.0	106.0
S=c1[nH]c2cc(Cl)ccc2s1	57.0	7.4	6.6	1.5	0.6	4.8	-5.7	-3.3	103.0
Cn1c(-c2ccc(Cl)nc2)nc2cc(Cl)ccc21	-7.0	-4.1	0.8	13.9	-0.3	8.4	-0.8	-1.8	103.0
CC(=C/c1ccccc1)/C=N/NC(=O)c1cc(C)oc1C	6.6	-6.4	3.7	-1.6	-2.6	-3.7	-1.1	-3.9	125.0
Cc1cccc(N(CC(=O)NC2CCCC2)C(=O)c2nsc(Cl)c2Cl)c1C	-12.8	-9.5	-4.9	-8.1	1.9	-6.5	-2.4	-1.6	99.0
Cc1ccc(C(=O)N/C(=C/c2ccccc2F)C(=O)NCCCn2ccnc2)cc1	6.3	-3.6	-8.4	1.3	-3.9	-4.7	-8.2	-1.3	99.0
CCOc1ccc(NC(=O)CC2SC(=O)N(c3ccccc3)C2=O)cc1 (stereo not given)	3.5	-7.8	38.0*	4.0	3.1	-8.9	-2.8	-2.9	102.0
CC(C)(NO)/C(=N/O)c1cccs1	7.5	0.1	-5.4	-12.2	0.6	-2.0	-0.7	-2.7	96.0
CCC1(c2ccccc2)NC(=O)N(CC(=O)Nc2nnc(C3CC3)s2)C1=O (stereo not given)	14.2	-27.2	2.7	-5.6	-0.6	11.3	-1.6	-0.3	110.0
COc1cc(/C=N/NC2=NS(=O)(=O)c3ccccc32)cc(OC)c1OC	·	-14.5	31.7	2.1	5.4	-11.8	-2.6	-3.3	102.0
CCCOc1ccc(N2C(=O)CC(N3CCN(c4ccc([N+](=O)[O-])cc4)CC3)C2=O)cc1 (stereo not given)	39.5	-20.6	-26.7	-2.9	6.8	-1.3	-0.4	-0.8	107.0
CCOC(=O)c1c(C)c(C(=O)NC2CCCCCC2)c(C)n1C	11.7	-4.8	0.0	-10.5	-0.7	-0.1	-2.1	-4.1	100.0
Cc1ccc2c(c1)cc(CN(Cc1ccco1)S(=O)(=O)c1ccccc1)c1nnnn12	6.6	-4.3	0.6	-13.0	3.3	20.1	-2.9	-2.9	100.0
Cc1ccc(NC(=O)CCC(=O)N2CCOc3ccccc32)c(Cl)c1	28.1	-20.6	-8.1	3.9	0.7	-3.2	-0.6	-2.4	102.0
O=C(NCc1ccccc1)C(c1cccs1)N(C(=O)c1csnn1)C1CC1 (stereo not given)	9.5	-12.1	6.0	-13.3	3.6	18.3	-2.4	-3.6	103.0
COc1cccc(NC(=O)COC(=O)COc2cccc3c2OC(C)(C)C3)c1	19.2	-24.6	-16.2	-5.6	-0.4	11.5	-2.7	-2.2	104.0
COc1ccc(C(=O)NC(=S)NNC(=O)c2ccc3ccccc3n2)cc1	-113.3	-8.3	9.7	-10.7	1.2	-6.5	-5.3	-4.1	91.0
CCc1cccc(NC(=O)c2ccc(Cn3nc(C)cc3C)o2)c1	12.6	-18.8	-9.6	1.1	2.8	3.8	-0.1	-4.8	100.0
Cc1nc(C)c(-c2csc(NCc3ccco3)n2)s1	20.0	-8.7	4.9	-21.1	4.4	8.1	0.4	-2.0	97.0
COC(=O)c1ccccc1NC(=O)CCn1c(=O)oc2ccccc21	37.0	-25.7	-2.5	-12.0	8.3	4.1	-0.4	-1.2	95.0
COc1ccc(-c2nn(-c3ccccc3)cc2C(=O)NCCCn2ccnc2)cc1	-1.3	11.9	-19.4	-18.1	3.5	18.5	-2.2	-1.9	89.0
O=C(COc1ccc2ccccc2c1)N1c2ccccc2Sc2ccccc21	-22.3	-3.4	-22.3	-17.7	0.6	7.0	-3.4	-2.1	104.0
Cc1[nH]c(=S)sc1Cc1ccc(Cl)c(Cl)c1	-15.9	-8.3	11.0	-6.1	·	-3.0	-3.0	-2.8	93.0
O=C(COC(=O)c1ccccc1)Nc1cccc(S(=O)(=O)N2CCOCC2)c1	23.3	-6.7	-1.0	5.2	2.9	17.1	-1.3	-1.6	104.0
O=S(=O)(NCC1OCCc2ccccc21)c1ccc(S(=O)(=O)N2CCOCC2)cc1 (stereo not given)	-20.3	-26.8	-5.8	-2.1	-0.5	7.0	1.8	1.6	105.0
CCOc1ccccc1NC(=O)CCNS(=O)(=O)c1ccc2[nH]c(=O)oc2c1	38.2	-4.4	-6.1	-2.1	7.1	8.9	-2.7	-3.9	96.0
Cc1cc(C)nc(NS(=O)(=O)c2ccc(NC(=O)CSc3nc4ccccc4[nH]3)cc2)n1	-7.1	-14.9	1.2	1.2	-1.6	8.5	-0.1	-2.2	100.0
O=C(O)C1CCCCC1C(=O)Nc1ccc(Cl)cc1 (stereo not given)	-3.2	0.8	-2.0	-5.0	3.3	14.1	-0.4	-1.9	98.0
CCn1c(C(=O)Nc2ccsc2C(=O)OC)cc2sc(Cl)cc21	6.4	1.6	-10.1	-3.1	1.2	-3.5	1.2	-0.7	112.0
COc1ccc(-n2c(/C=C3\C(=O)N(C)c4ccccc43)nc3ccccc3c2=O)cc1	-9.8	-5.1	13.2	-4.5	-0.3	10.8	-3.6	-4.2	98.0
CN(Cc1cnn(C)c1)C(=O)C1CCC(=O)N(Cc2cccc(C(F)(F)F)c2)C1 (stereo not given)	27.4	-13.4	-3.5	-5.5	-0.9	-3.0	-2.6	-4.3	103.0
O=C(Cn1nc(-c2ccco2)ccc1=O)Nc1ccc(Cl)c(Cl)c1	-32.3	0.2	2.7	-5.0	0.4	7.2	-3.7	-0.8	99.0
C=CCN(c1ccc(C(=O)Nc2ccc3c(c2)n(C)c(=O)n3C)cc1)S(C)(=O)=O	-11.0	-27.3	2.1	-5.7	-0.4	13.9	1.1	-3.0	103.0

# Next part, overlapping the part above by 6 compounds.
mol	PHOSPHO1 inh	FID counter	HCV NS3 hel inh	pCIP destab	IDE cell activ	UBC9 SUMO inh	VIM-2 inhibitor	IMP-1 inhibitor	MEKK3 PB1 HTS
O=C(O)C1CCCCC1C(=O)Nc1ccc(Cl)cc1 (stereo not given)	-3.2	0.8	-2.0	-5.0	3.3	14.1	-0.4	-1.9	98.0
CCn1c(C(=O)Nc2ccsc2C(=O)OC)cc2sc(Cl)cc21	6.4	1.6	-10.1	-3.1	1.2	-3.5	1.2	-0.7	112.0
COc1ccc(-n2c(/C=C3\C(=O)N(C)c4ccccc43)nc3ccccc3c2=O)cc1	-9.8	-5.1	13.2	-4.5	-0.3	10.8	-3.6	-4.2	98.0
CN(Cc1cnn(C)c1)C(=O)C1CCC(=O)N(Cc2cccc(C(F)(F)F)c2)C1 (stereo not given)	27.4	-13.4	-3.5	-5.5	-0.9	-3.0	-2.6	-4.3	103.0
O=C(Cn1nc(-c2ccco2)ccc1=O)Nc1ccc(Cl)c(Cl)c1	-32.3	0.2	2.7	-5.0	0.4	7.2	-3.7	-0.8	99.0
C=CCN(c1ccc(C(=O)Nc2ccc3c(c2)n(C)c(=O)n3C)cc1)S(C)(=O)=O	-11.0	-27.3	2.1	-5.7	-0.4	13.9	1.1	-3.0	103.0
COc1ccc(NC(=O)NC2CCCCC2C)cc1 (stereo not given)	1.0	3.5	7.8	-11.0	4.6	3.4	-2.4	-2.5	98.0
O=C(CCc1nc2ccccc2c(=O)[nH]1)OCCOc1ccc(Cl)cc1	5.0	-4.9	-15.0	-9.7	3.0	14.3	-1.1	-2.0	102.0
S=c1[nH]nc(COc2ccccc2)n1/N=C/c1cccs1	39.3	-7.7	-1.9	-1.4	3.1	-1.8	-2.5	-2.8	98.0
COc1ccc(CNCCC(c2ccc(OC(C)C)cc2)c2ccccc2OC)cc1OC (stereo not given)	-5.7	21.3	-84.5	-16.6	3.6	-3.3	0.1	0.5	112.0
Cc1ccc(S(=O)(=O)/C(C#N)=C/c2c(N3CCN(Cc4ccccc4)CC3)nc3ccccn3c2=O)cc1	29.0	3.3	-32.0	-0.8	-0.4	0.4	-2.4	0.4	94.0
COc1ccc(NC(=O)COC(=O)C2CCN(S(=O)(=O)c3cccs3)CC2)cc1	-12.6	-30.2	-6.7	0.3	0.5	-10.6	-1.0	0.1	98.0
COc1ccccc1N1C(=O)CC(Sc2nc(C)cc(C)n2)C1=O (stereo not given)	28.7	-11.7	-1.9	-2.9	-1.9	9.1	-1.3	-2.2	104.0
COc1cc(NC(=O)C(C)C)ccc1NC(=O)c1ccco1	-8.1	-4.5	-3.6	-10.9	5.6	29.4	0.7	-1.1	106.0
O=C(CSc1ccc(-c2ccc(Br)cc2)nn1)NC1CCCC1	47.7	-3.3	-0.3	-1.9	8.5	0.6	-1.2	-0.5	94.0
CCN1CCN(Cc2ccc(NC(=O)Nc3ccccc3Cl)cc2)CC1	-9.0	19.9	-9.9	-2.5	2.6	11.3	0.4	-2.5	111.0
CCNC(=O)NC(=O)C(C)OC(=O)C1CCN(S(=O)(=O)c2ccc(C)c(C)c2)CC1 (stereo not given)	-10.9	-5.2	-6.3	-14.3	1.9	-3.3	-1.3	-5.5	100.0
COc1ccc(C(=O)Nc2ccccc2-c2nnn(CC(=O)NCc3ccco3)n2)cc1	16.3	-3.2	1.3	-10.7	3.3	13.7	-1.9	-1.8	102.0

# This is a subset; the hit share may differ from the screen's.
